# ERG-DNA inh: qHTS for Small Molecule Inhibitors of the ERG Ets/DNA interaction | Potency, µM (highest dose often 76.9 µM), without a hit: at the highest dose FP activity, negative = inhibition, most hits filed as inhibitors | AID 624246, 2012 | Transcriptional regulator ERG (Homo sapiens), P11308 | fluorescence polarization, His-ERG Ets domain / labelled DNA | 0.028% of 370,000 active; active = well fitted inhibition curve with a large enough effect in the polarisation, with a control signal flat; inconclusive = small, poorly fitted or top-dose-only effect, or effect the other way, or a change in a side signal; inactive = no such curve, though single readings can be large or run the other way; the % refers to the polarisation;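 also: polarization taken with two DNA probes labelled with fluorescein and Texas red; potency is read from the fitted curve at half-maximal effect; % of control where 0% means no effect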
# Target sequence (P11308 whole entry, looked up, the tested form may be a part): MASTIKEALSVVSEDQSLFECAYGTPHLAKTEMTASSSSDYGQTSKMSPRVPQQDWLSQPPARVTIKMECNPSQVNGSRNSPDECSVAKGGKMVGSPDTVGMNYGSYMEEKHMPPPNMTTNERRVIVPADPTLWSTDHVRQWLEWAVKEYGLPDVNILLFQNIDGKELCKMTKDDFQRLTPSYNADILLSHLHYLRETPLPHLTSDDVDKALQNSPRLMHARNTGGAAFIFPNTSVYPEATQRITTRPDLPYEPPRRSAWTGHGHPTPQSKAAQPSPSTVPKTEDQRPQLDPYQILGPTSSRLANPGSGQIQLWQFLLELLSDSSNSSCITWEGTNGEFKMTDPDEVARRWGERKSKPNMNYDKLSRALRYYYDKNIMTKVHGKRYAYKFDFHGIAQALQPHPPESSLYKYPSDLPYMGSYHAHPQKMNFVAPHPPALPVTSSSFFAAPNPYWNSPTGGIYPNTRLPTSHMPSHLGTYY
#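 His-tagged ERG Ets domain (1 uM in the protein solution; 300mM KCl, 50mM Tris-HCl, 1mM EDTA, 1mM DTT, pH 7.5) received compound, then a probe mix of 5 nM fluorescein-DNA and 100nM Texas-615-DNA. Fluorescence polarization was read for both dyes.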
# D2 ag: HTS Assay for Allosteric Agonists of the Human D2 Dopamine Receptor: Primary Screen for Agonists. activation, % at 2 µM. HEK293 T-REx D2 cells, calcium flux agonist mode. D(2) dopamine receptor (Homo sapiens), P14416. 0.53% of 340,000 active;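 active = activation over 3 SD above normal in the single-dose calcium agonist read, cut at about 30% in these data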; also: 0% is about no effect
#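 Calcium-flux readout, 1 cycle/sec over 180 s following compound pin transfer, in inducible HEK293 Trex D2 cells (force-coupled); dopamine controls included. Positive calcium responses during this window marked compounds as potential agonists.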
# RGS4 inh: Inhibitors of Regulator of G Protein Signaling (RGS) 4: qHTS | Regulator of G-protein signaling 4 (Homo sapiens), P49798 | Transcreener GDP fluorescence polarization, RGS4-accelerated GTP hydrolysis | Potency, µM (titrated, usually from 114 µM), without a hit: at the top dose activity change, negative = inhibition, actives largely listed as inhibitors | 0.039% of 390,000 active; also: potency is read from the fitted curve at half-maximal effect; % is scaled to controls: 0 for no effect and ±100 for the full control effect; nearly all actives have a fitted effect of over 75% in size; some results filed as inactive show a strong effect at the top dose
# Target sequence (P49798 whole entry, looked up): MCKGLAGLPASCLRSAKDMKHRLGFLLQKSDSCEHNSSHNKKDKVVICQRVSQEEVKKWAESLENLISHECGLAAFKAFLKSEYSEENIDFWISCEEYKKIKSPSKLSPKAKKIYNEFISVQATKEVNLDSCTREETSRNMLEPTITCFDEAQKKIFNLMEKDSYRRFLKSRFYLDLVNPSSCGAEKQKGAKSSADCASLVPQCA
#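 MLSMR compounds (23 nl, pin-transferred) preincubated 10 min at room temperature with a 500nM (2x) first reagent, then RGS4 at 900nM (2x) plus Transcreener GDP mix added; fluorescence polarization (620/688 nm) read before and after 90 min at 30 °C.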
# D2 antagonist: HTS Assay for Allosteric Antagonists of the Human D2 Dopamine Receptor: Primary Screen for Antagonists; 2% of 340,000 active; D(2) dopamine receptor (Homo sapiens), P14416; inhibition, % at 10 µM; AID 485344, 2010; HEK293 TREx D2 cells, calcium flux, dopamine EC80; in the data active = inhibition above about 30%; also: 0% is about no effect
#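 Tetracycline-induced HEK293 T-REx cells expressing D2 force-coupled to calcium signalling were dye-loaded, exposed to compound for 180 s, then challenged with an EC80 of dopamine; calcium flux was followed kinetically for a further 180 s.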
# Vif-A3F inh: qHTS for Inhibitors of Vif-A3F Interactions: qHTS | Potency, µM (top dose mostly 46.1 µM), inactives show at the top dose activity, negative = active | HeLa A3F-eYFP + Vif (tagged APOBEC3F with the HIV-1 protein that degrades it), YFP fluorescence increase | AID 602313, 2012 | 0.2% of 390,000 active; also: potency is read from the fitted curve at half-maximal effect; % of control where 0% means no effect; nearly all actives have a fitted effect of over 65% in size
#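 Fluorescence increase (Ex 488/Em 500-530) after overnight compound treatment at 37 deg C flags inhibition of Vif-driven A3F-eYFP loss in stable HeLa A3F-eYFP/Vif cells seeded overnight beforehand.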
# Vif-APOBEC3G blk: qHTS for Inhibitors of Vif-A3G Interactions: qHTS; AID 602310, 2012; DNA dC->dU-editing enzyme APOBEC-3G (Homo sapiens), Q9HC16; 0.076% of 410,000 active; Potency, µM (top dose mostly 46.1 µM), for inactives: at the highest dose activity, negative = active, hits mostly inhibitors; HeLa A3G-eYFP + Vif (tagged APOBEC3G with the HIV-1 protein that degrades it), YFP fluorescence, overnight;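 also: potency is read from the fitted curve at half-maximal effect; % is scaled to controls: 0 for no effect and ±100 for the full control effect; nearly all actives have a fitted effect of over 60% in size; hits raise eYFP signal because A3G escapes Vif-driven loss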
# Target sequence (Q9HC16 whole entry, looked up): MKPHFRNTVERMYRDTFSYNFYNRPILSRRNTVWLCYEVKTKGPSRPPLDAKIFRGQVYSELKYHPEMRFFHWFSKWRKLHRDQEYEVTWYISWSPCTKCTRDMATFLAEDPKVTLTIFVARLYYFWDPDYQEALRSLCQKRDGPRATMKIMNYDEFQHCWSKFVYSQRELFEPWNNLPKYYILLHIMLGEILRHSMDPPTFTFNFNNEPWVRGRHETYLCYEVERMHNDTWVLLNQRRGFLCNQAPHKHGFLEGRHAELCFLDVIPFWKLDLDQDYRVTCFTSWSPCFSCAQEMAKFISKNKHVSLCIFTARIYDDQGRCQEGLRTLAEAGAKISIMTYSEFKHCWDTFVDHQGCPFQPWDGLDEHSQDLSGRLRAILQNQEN
#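 Read-out is eYFP fluorescence (Ex 488/Em 500-530) from Vif-expressing HeLa A3G-eYFP cells; more signal means A3G escaped Vif-mediated degradation. Cells plated overnight, compound pinned in, incubated overnight at 37 deg C.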
# Glioma ERSR ind: qHTS for Inducers of the Endoplasmic Reticulum Stress Response (ERSR) in Human Glioma: qHTS. U87-MG GRP78 promoter luciferase reporter, 16 h. Potency, µM, without a hit: top-dose activation, actives largely listed as activators. 0.02% of 420,000 active. AID 602332, 2012; also: potency is read from the fitted curve at half-maximal effect; series mostly up to about 76 µM; % of control where 0% means no effect; nearly all actives have a fitted effect of over 35% in size
#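 ERSR induction read as luciferase luminescence (Bright-Glo, 10 min at room temperature) in stably transfected human U87-MG glioma cells exposed to compounds for 16 h, using GRP78 as sensor.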
# LDHA block: qHTS assay for inhibitors of human lactate dehydrogenase; L-lactate dehydrogenase A chain (Homo sapiens), P00338; purified LDHA, NADH/diaphorase-resazurin fluorescence; stronger effect = lower value; activity change, % (values are at about 110 or 230 µM); 0.15% of 480,000 active; in the data active = activity change below about -30%; inconclusive = mostly about -25% to -30%;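 also: plate controls were DMSO wells for no effect and wells without enzyme for full effect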
#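 Human LDH5 (2 nM) was incubated with 0.06 mM NADH and 0.2 mM pyruvate for 5 min at room temperature in Tris pH 7.4. Remaining NADH was coupled through diaphorase/resazurin, and resorufin fluorescence was read at 0 and 20 min.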
# 12-LOX inh: Primary qHTS assay for inhibitors of human arachidonate 12S-lipoxygenase (ALOX12): Round 2 | Polyunsaturated fatty acid lipoxygenase ALOX12 (Homo sapiens), P18054 | purified 12hLO, xylenol orange hydroperoxide absorbance | Potency, µM (doses to about 108 µM), inactives show at the top dose activity change, negative = inhibition, actives largely listed as inhibitors | 1.1% of 580,000 active | AID 1671190, 2021; also: potency is read from the fitted curve at half-maximal effect; % is scaled to controls: 0 for no effect and ±100 for the full control effect
#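 Hydroperoxide product was detected by ferrous iron/xylenol orange as the 573 to 405 nm absorbance ratio. Arachidonic acid at 40 uM (final) was turned over for 30 min at room temperature by 150 nM human 12hLO, pH 7.0 Hepes buffer, after 15 min compound preincubation.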
# Active calls of the source: *; ? = inconclusive; / = not tested or not shown; & = joins results of further samples; [ ] = remark or other dose. Unless noted, calls follow the shape of the dose curve; as a rule, active = well fitted curve in the direction sought with a large enough effect; inconclusive = small, poorly fitted or top-dose-only effect, or another doubt; inactive = no such curve, though single readings can be large; an effect the other way counts as inactive or inconclusive. Not all compounds are listed, so the mix of outcomes need not match the whole.
SMILES,ERG-DNA inh,D2 ag,RGS4 inh,D2 antagonist,Vif-A3F inh,Vif-APOBEC3G blk,Glioma ERSR ind,LDHA block,12-LOX inh
CC1Cc2ccccc2N1C(=O)CSc1nc2c(c(=O)n(C)c(=O)n2C)n1Cc1ccccc1 (configuration not stated),6%,-0.2,-21%,-2,-7%,2%,-4%,0,-19%
CCOC(=O)Cn1nnc2c(sc3nc4c(c(-c5ccccc5)c32)CCC4)c1=O,-13%,0.4,13%,5,-7%,0%,-3%,-7,34%[activator]
CCn1cc(S(=O)(=O)c2ccc(OC)cc2)c(=O)c2cc(F)c(N3CCN(C)CC3)cc21,6%,-0.1,22%[56.9 µM],-5,-6%,2%,1%,-8,-21%
Nc1ccc(C(=O)NNC(=O)C2COc3ccccc3O2)cc1[N+](=O)[O-] (configuration not stated),1%,0.1,0%,2,-10%,0%,-2%,2,-2%
COc1ccc2nc(N(Cc3cccnc3)C(=O)Cc3ccccc3)sc2c1,-5%,/,15%,/,4%,-6%,-1%,4,-1%
O=c1/c(=C\c2ccc(O)cc2)sc2nc(-c3ccccc3)c(-c3ccccc3)n12,-7%,0.7,31%[11.4 µM],-3,-16%,-7%,-5%,-1,7%
COc1ccccc1NC(=O)Nc1nc(C(N)Cc2ccccc2)cs1 (configuration not stated),/,/,/,/,/,-20%,-9%,-11,-8%
CSc1ccc(CNC(=O)Cc2csc3ccccc23)cc1,-6%,1.0,-18%,/,/,/,/,-2,-17%
O=C(c1ccccc1Cc1ccccc1)N1CCN(S(=O)(=O)c2ccccc2[N+](=O)[O-])CC1,-13%,-1.4,-1%,-3,?,5%,-6%,-5,-9%
Cc1cccc([C@@H](NC(=O)OC(C)(C)C)C(=O)OC(C)(C)C)c1,20%,-1.0,3%,-1,3%,-2%,-4%,1,11%
Cc1ccccc1OCC(=O)OCC(=O)Nc1cc(C(F)(F)F)ccc1N1CCOCC1,13%,1.3,2%[11.4 µM],-4,-2%,-3%,-1%,-1,-15%
CN(C)S(=O)(=O)N(CC(=O)NCCSCc1ccc(Cl)cc1)c1ccccc1,0%,0.8,18%,-16,0%,1%,-6%,-3,?
CCOC1OC(=O)C(Cl)=C1Nc1cc(C)ccc1C (configuration not stated),-6%,1.5,-10%,2,0%,0%,-4%,-3&-2,30%&-6%
COc1ccc(CNc2ccc3c(c2)nc(C)n3C)cc1,-8%,/,-27%,/,-4%,-7%,-6%,16,-1%
COC(=O)c1sc(N)c(C(=O)OC)c1COC(=O)c1c(C)noc1C,-3%,-0.4,-10%,16,-17%,?,-3%,-12,0%
O=C(CC1SC(N2CCCCC2)=NC1=O)Nc1cccc(C(=O)Nc2ncccc2O)c1 (configuration not stated),-1%,-0.6,-9%,24,2%,0%,14%,5,16%
CCCCN(C(=O)CSc1nnc(-c2ccccc2OC)n1C)c1c(N)n(Cc2ccccc2)c(=O)[nH]c1=O,5%,0.6,-11%,4,0%,-8%,2%,0,-21%
Cn1c(-c2ccccc2)cnc1NCc1ccc(F)cc1,-2%,0.5,-1%,-43,6%,0%,0%,-9,?
CS(=O)(=O)Nc1ccc(C(=O)Nc2ccc3ccccc3c2)cc1,-3%,2.5,-24%,7,7%,1%,2%,-2,8%
O=C(COc1ccccc1)NCCc1csc(-c2ccc(F)cc2)n1,-3%,-1.5,1%,/,3%,0%,-1%,-4,-28%

# Random excerpt: 2 records from the list.
SMILES,ERG-DNA inh,D2 ag,RGS4 inh,D2 antagonist,Vif-A3F inh,Vif-APOBEC3G blk,Glioma ERSR ind,LDHA block,12-LOX inh
CC1Cc2ccccc2N1C(=O)CSc1nc2c(c(=O)n(C)c(=O)n2C)n1Cc1ccccc1 (configuration not stated),6%,-0.2,-21%,-2,-7%,2%,-4%,0,-19%
Nc1ccc(C(=O)NNC(=O)C2COc3ccccc3O2)cc1[N+](=O)[O-] (configuration not stated),1%,0.1,0%,2,-10%,0%,-2%,2,-2%

# The list goes on:
SMILES,ERG-DNA inh,D2 ag,RGS4 inh,D2 antagonist,Vif-A3F inh,Vif-APOBEC3G blk,Glioma ERSR ind,LDHA block,12-LOX inh
Cc1ccc(S(=O)(=O)N2CC(=O)N3CCN(CCN)C3C2)cc1 (configuration not stated),11%,/,-11%,/,-4%,1%,-4%,4,10%
CCOC(=O)c1nc[nH]c1C,2%,-1.2,18%,-43,-2%,-5%,2%,0,6%
CC(=O)N1CCc2cc(S(=O)(=O)NC(Cc3ccccc3)C(=O)Nc3cccc(C)c3)ccc21 (configuration not stated),11%,-0.8,-11%,/,1%,-9%,-5%,-2,-2%
COc1ccc(NC(=O)N2CCCc3ccccc32)cc1,-1%,0.5,-6%,1,-2%,-3%,4%,0,-24%
Cc1cccc(CCNC(=O)c2cc3c(s2)-c2c(C)cccc2OC3)c1,-1%,0.3,-1%,/,2%,-3%,-6%,-2,0%
CC(C)N(Cc1ccccc1)C(=O)COC(=O)C1CCN(S(=O)(=O)c2ccc3c(c2)OCCO3)CC1,6%,0.9,24%,5,10%,-1%,-4%,-1,-15%
C1CC1Cc1noc(CN2CCN(CC3CC3)CC2)n1,-11%,0.1,13%,-4,5%,1%,-1%,-9,-6%
Cc1cc(C(=O)NCc2nc(-c3ccccc3)no2)ccc1[N+](=O)[O-],8%,-1.2,6%,8,4%,-5%,-1%,-2,5%
COc1ccc(CCn2c(=N)c(C(=O)N3CCN(C)CC3)cc3c(=O)n4ccccc4nc32)cc1,-4%,-0.3,7%,-12,11%,-16%,0%,0,4%
COc1cccc(CNC(=O)Cn2c(=O)oc3cc(S(=O)(=O)N4CCC(C)CC4)ccc32)c1,6%,0.7,7%,/,0%,5%,-1%,0,-35%
CCOc1ccccc1C=NN=Cc1ccccc1O,-1%,/,-8%,/,12%,2%,9%,-6,16%
N#Cc1ccccc1OCC(=O)NCC(c1cccs1)N1CCOCC1 (configuration not stated),1%,1.0,-15%,4,0%,3%,-4%,0,-5%
CC(C)(C)OC(=O)N1CCC(c2c(C(=O)N3CCN(C(=O)c4ccco4)CC3)cnn2-c2ccccc2)CC1,-10%,1.2,-4%,/,-7%,1%,-2%,-2,-8%
Cc1cc(C(=O)N/N=C/c2ccccn2)n[nH]1,-13%,0.8,-1%,-1,1%,-1%,1%,4,1%
Cc1ccsc1/C=C(\C#N)C(=O)NCc1cccnc1,1%,-0.4,2%,17,-2%,-2%,-3%,-1,-13%
COc1ccc(C2=NCCn3nc4cc([N+](=O)[O-])ccc4c32)cc1,1%,/,-9%,/,3%,3%,-3%,17,-15%
CC(C)CCNC(=O)Nc1ccc2c(c1)N(C)C(=O)CS2,9%,0.3,24%,14,-5%,1%,2%,0,-7%
CCc1ccc(OCc2cnc(Cl)s2)cc1,2%,-0.3,-2%,6,4%,1%,-1%,-7,-6%
C/C=C(\C)CN1CCC(Oc2cccc(C(=O)NCc3ccccn3)c2)CC1,-1%,0.6,-4%,8,-14%,2%,-8%,-2,0%
Cc1ccc(Cl)cc1N1CCN(C(=O)c2cc3c(=O)n(C)c4ccccc4c3s2)CC1,0%,0.4,-17%,/,-12%,-1%,-2%,-5,2%
COc1ccc(NC(=O)c2ccc3c(c2)NC(=O)CS3)cc1S(=O)(=O)Nc1ccc(Br)cc1,8%,1.3,-18%,-1,3%,-25%,-2%,0,?
COc1ccc(N2CCN(C(=S)NCc3ccc(C)cc3)CC2)cc1,3%,1.0,-5%,19,-18%,5%,-2%,-2,-2%
CCCNC(=O)C1(C)CCN(C(=O)c2ccc3ccccc3c2)C1 (configuration not stated),/,/,/,/,/,-2%,1%,-4,-3%
COc1ccccc1CN(C(=O)CNC(=O)c1ccco1)C(C(=O)NCC1CCCO1)c1ccc(OC)c(OC)c1 (configuration not stated),3%,0.4,-12%,-16,2%,1%,-1%,-4,-11%
COC(=O)C(Cc1ccccc1)NC(=O)CSc1nc(C)cc(=O)[nH]1 (configuration not stated),-1%,0.1,12%,-24,-10%,5%,-4%,-5,7%
Cc1ccc2nc(COc3ccccc3NC(=O)COc3ccccc3Cl)cc(=O)n2c1,4%,0.6,9%,/,2%,-4%,-4%,-4,1%
O=C(CCc1ccc(S(=O)(=O)N2CCOCC2)cc1)Nc1ccc2c(c1)OCCO2,2%,0.3,10%,6,13%,-2%,-3%,-6,0%
O=C(CSc1ncnc2c1cnn2-c1ccccc1)NCC1CCCO1 (configuration not stated),-8%,/,-20%,/,-13%,-20%,-3%,-2,4%
CC(C)=CC(=O)NCCc1ccccc1,1%,0.0,13%,14,-3%,-5%,-6%,2,3%
O=C1CCCC(O)=C1N=Nc1cccc(S(=O)(=O)N2CCOCC2)c1,-27%,-0.2,0%,-24,1%,0%,-2%,0,-23%

# Screening results from PubChem.
